Screens (PubChem)
MEP2 TOR yeast: alters MEP2-GFP fluorescence in TOR pathway yeast screen; S. cerevisiae MEP2-GFP strain, flow cytometry GFP, 3 h; 100% = DMSO control level; AID 2016; GFP response vs DMSO, % at 10 µM; 0.51% of 330,000 active;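 active = GFP response versus DMSO above a set limit, roughly screen mean plus 3 SD, cut at about 180% in these data; inconclusive = fewer than 70 cells counted for a yeast strain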;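 note: median GFP fluorescence of the barcode-gated MEP2-GFP cells per well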
CIT2 TOR yeast: yeast TOR pathway CIT2-GFP modulation | S. cerevisiae CIT2-GFP strain, flow cytometry, 3 h; 100 means same as DMSO wells | GFP response vs DMSO, % at 10 µM | 0.065% of 320,000 active | AID 2029;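 active = GFP response relative to DMSO above a set limit, near the screen mean plus 3 SD, cut at about 150% in these data; inconclusive = Fewer than 70 cells measured for a yeast strain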;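 note: ratio of well median GFP fluorescence to mean of DMSO wells on the plate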
AGP1 TOR yeast: modulators of TOR pathway AGP1-GFP in S. cerevisiae; 0.02% of 320,000 active; S. cerevisiae AGP1-GFP multiplex flow cytometry, 3 h; GFP as percent of DMSO wells; GFP response vs DMSO, % at 10 µM;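 active = GFP response relative to DMSO above a set limit, near screen average plus 3 SD, cut at about 150% in these data; inconclusive = fewer than 70 cells counted for the yeast strain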;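 note: median GFP channel fluorescence of the gated AGP1 strain per well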
RPL19A-GFP yeast: modulators of TOR pathway RPL19A-GFP in S. cerevisiae; 0.3% of 330,000 active; S. cerevisiae RPL19A-GFP strain, flow cytometry, 3 h; stronger effect = lower value; percent response vs DMSO, % at 10 µM;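 active = percent response vs DMSO below 50%; inconclusive = fewer than 70 events counted for the yeast strain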;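 note: median channel GFP fluorescence of the barcoded RPL19A-GFP strain; ratio of sample median GFP to plate DMSO average so 100% = DMSO; lower means less RPL19A-GFP as with rapamycin TOR inhibition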
proCasp3 act: activates human procaspase-3 | P42574 | recombinant procaspase-3 D3A, Ac-DEVD-pNA absorbance 405 nm | activation, % at 8.5 µM | 0.11% of 330,000 active | AID 463141;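 active = activation above the mean of all tested compounds plus 3 SD, cut at about 21% in these data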;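 note: 0% = DMSO alone and 100% = DMSO wells spiked with extra 5 µM PC-3 D3A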
Target sequence (P42574 whole entry D9A/D28A/D175A): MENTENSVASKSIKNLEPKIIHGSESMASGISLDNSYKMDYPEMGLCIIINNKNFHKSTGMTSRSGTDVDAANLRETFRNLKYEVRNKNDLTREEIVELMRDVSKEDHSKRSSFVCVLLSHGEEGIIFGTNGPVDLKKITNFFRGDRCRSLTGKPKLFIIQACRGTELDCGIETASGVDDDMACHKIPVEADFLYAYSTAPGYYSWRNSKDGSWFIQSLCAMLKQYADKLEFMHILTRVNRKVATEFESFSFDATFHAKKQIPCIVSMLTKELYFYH
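Evaluation: percent activation relative to control range; Material: Procaspase-3 D3A mutant, all three cleavage aspartates alanine; Compound: single dose, 8.5 µM nominal compound, 0.8% DMSO; Replication: one well per compound; Signal: absorbance at 405 nm, 0 and 120 min; Schedule: 1 h preincubation plus 2 h reaction at 25 °C.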
AHR act: activates the human aryl hydrocarbon receptor; 2.5% of 320,000 active; AHR-responsive luciferase reporter cells, luminescence; activation, % at 5 µM; in the data active = activation above about 47%;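 note: 0% = vehicle wells and 100% = reference agonist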
proCasp7 act: activates human procaspase-7, counter-screen for procaspase-3 activators; recombinant procaspase-7, Ac-DEVD-pNA absorbance 405 nm; D23A/D198A/D206A triple mutant, cannot self-cleave; scale: DMSO 0, 5 µM enzyme 100; activation, % at 8.5 µM; 0.093% of 330,000 active; AID 463210;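 active = percent activation above the screen-wide mean plus 3 SD, cut at about 25% in these data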
Target sequence (P55210 whole entry D23A/D198A/D206A): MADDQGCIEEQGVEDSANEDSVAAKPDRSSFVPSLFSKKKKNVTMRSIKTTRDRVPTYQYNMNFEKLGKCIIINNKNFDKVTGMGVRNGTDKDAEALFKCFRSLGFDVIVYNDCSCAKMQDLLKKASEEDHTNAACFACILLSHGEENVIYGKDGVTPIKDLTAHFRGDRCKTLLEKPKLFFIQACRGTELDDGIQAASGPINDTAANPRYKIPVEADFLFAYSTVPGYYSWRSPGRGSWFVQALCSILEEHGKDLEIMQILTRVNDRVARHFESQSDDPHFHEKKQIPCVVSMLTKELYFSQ
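Assay system: Uncleavable procaspase-7 mutant enzyme; Input: 2 µM procaspase-7 mutant as dispensed; Also added: DEVD-pNA substrate; Medium: Zinc-free HEPES pH 7.4 with 300 mM NaCl, 0.01% Triton X-100; Timing: 1 h compound preincubation, 2 h substrate cleavage, 25 °C; Measured by: Epi-absorbance of released pNA at 405 nm, two timepoints.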
LAP4-GFP MLPCN: yeast TOR pathway LAP4-GFP modulation; S. cerevisiae LAP4-GFP multiplex, flow cytometry GFP, 3 h; median GFP as percent of DMSO wells; GFP response vs DMSO, % at 10 µM; 0.34% of 320,000 active;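 active = GFP response vs DMSO above a set limit, about the screen mean plus 3 SD, cut at about 150% in these data; inconclusive = under 70 cell events counted for the yeast strain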
* marks the source's active call; other numbers are inactive results; u = inconclusive; x = not tested or not shown; [ ] = dose if it differs, or a comment. Random draw from the library; 3.5% or so of the library scored in one or more.

The first 14 compounds (preview)
mol,MEP2 TOR yeast,CIT2 TOR yeast,AGP1 TOR yeast,RPL19A-GFP yeast,proCasp3 act,AHR act,proCasp7 act,LAP4-GFP MLPCN
CCCCN(CC(=O)NC1CCCC1)C(=O)C(=O)Nc1ccc2c(c1)OCCO2,103.8,112.3,101.9,104.1,2.2,1.4,-7.2,100.7
CC(C)CCNC(=O)c1ccc2nc[nH]c2c1,108.9,105.3,100.6,94.8,-1.2,0.2,1.6,97.9
Cc1nc(SCc2ccc(C#N)cc2)n[nH]1,108.0,101.4,102.4,112.0,4.3,0.4,13.6,91.6
CSc1c(CC(=O)Nc2ccc(F)cc2)n(Cc2ccccc2)c2ccccc12,108.7,106.0,106.7,115.1,7.3,2.4,5.5,94.1
CC1(C)CC(NC(=O)CCc2ccccc2)CC(C)(C)N1,105.0,114.4,97.4,98.4,-5.3,0.8,4.8,102.3
O=C(CCc1nc2ccccc2c(=O)[nH]1)N1CCN(C/C=C/c2ccccc2)CC1,106.9,102.8,109.6,104.3,4.8,6.0,7.1,105.0
COc1ccc2sc(-c3ccc(N(C)C)cc3)c(C#Cc3cncn3C)c2c1,134.5[may fluoresce violet],u,18.1[may fluoresce violet],67.0[may fluoresce violet],-13.3,71.2*,-14.7,140.5[may fluoresce violet]
CCOc1cc(C=O)ccc1OCCSc1ccc(Cl)cc1,96.7,72.1,90.2,89.3,4.5,0.5,5.7,149.7
CC1Sc2ccc(S(=O)(=O)CCC(=O)N3CCN(c4ccccc4)CC3)cc2NC1=O (configuration not stated),96.9,101.9,97.4,96.5,-0.6,0.9,-2.9,105.6
Cc1ccc(S(=O)(=O)n2c(=O)oc3ccccc32)cc1,90.0,91.7,97.3,97.0,-0.6,17.2,-1.3,107.4
O=c1c2cnn(-c3ccccc3)c2ncn1Cc1ccco1,98.6,52.0,77.2,63.9,9.4,9.4,3.2,120.7
CCCC12CN3CC(C)(CN(C1)C31C(=O)Nc3ccc(C)cc31)C2=O (configuration not stated),93.0,x,93.9,95.6,6.0,7.0,-5.3,86.7
CCCOc1ccc(CNC(=S)N/N=C/c2ccc([N+](=O)[O-])cc2)cc1,103.9,105.6,106.4,104.5,-1.2,3.0,3.5,99.9
Cc1ccn2c(=O)cc(C)nc2c1,108.2,107.5,118.7,113.4,-5.9,2.1,5.3,105.0

All compounds of this part, from the start:
mol,MEP2 TOR yeast,CIT2 TOR yeast,AGP1 TOR yeast,RPL19A-GFP yeast,proCasp3 act,AHR act,proCasp7 act,LAP4-GFP MLPCN
CCCCN(CC(=O)NC1CCCC1)C(=O)C(=O)Nc1ccc2c(c1)OCCO2,103.8,112.3,101.9,104.1,2.2,1.4,-7.2,100.7
CC(C)CCNC(=O)c1ccc2nc[nH]c2c1,108.9,105.3,100.6,94.8,-1.2,0.2,1.6,97.9
Cc1nc(SCc2ccc(C#N)cc2)n[nH]1,108.0,101.4,102.4,112.0,4.3,0.4,13.6,91.6
CSc1c(CC(=O)Nc2ccc(F)cc2)n(Cc2ccccc2)c2ccccc12,108.7,106.0,106.7,115.1,7.3,2.4,5.5,94.1
CC1(C)CC(NC(=O)CCc2ccccc2)CC(C)(C)N1,105.0,114.4,97.4,98.4,-5.3,0.8,4.8,102.3
O=C(CCc1nc2ccccc2c(=O)[nH]1)N1CCN(C/C=C/c2ccccc2)CC1,106.9,102.8,109.6,104.3,4.8,6.0,7.1,105.0
COc1ccc2sc(-c3ccc(N(C)C)cc3)c(C#Cc3cncn3C)c2c1,134.5[may fluoresce violet],u,18.1[may fluoresce violet],67.0[may fluoresce violet],-13.3,71.2*,-14.7,140.5[may fluoresce violet]
CCOc1cc(C=O)ccc1OCCSc1ccc(Cl)cc1,96.7,72.1,90.2,89.3,4.5,0.5,5.7,149.7
CC1Sc2ccc(S(=O)(=O)CCC(=O)N3CCN(c4ccccc4)CC3)cc2NC1=O (configuration not stated),96.9,101.9,97.4,96.5,-0.6,0.9,-2.9,105.6
Cc1ccc(S(=O)(=O)n2c(=O)oc3ccccc32)cc1,90.0,91.7,97.3,97.0,-0.6,17.2,-1.3,107.4
O=c1c2cnn(-c3ccccc3)c2ncn1Cc1ccco1,98.6,52.0,77.2,63.9,9.4,9.4,3.2,120.7
CCCC12CN3CC(C)(CN(C1)C31C(=O)Nc3ccc(C)cc31)C2=O (configuration not stated),93.0,x,93.9,95.6,6.0,7.0,-5.3,86.7
CCCOc1ccc(CNC(=S)N/N=C/c2ccc([N+](=O)[O-])cc2)cc1,103.9,105.6,106.4,104.5,-1.2,3.0,3.5,99.9
Cc1ccn2c(=O)cc(C)nc2c1,108.2,107.5,118.7,113.4,-5.9,2.1,5.3,105.0
CC1(C)CC[C@]2(C(=O)O)CC[C@]3(C)C(=CCC4[C@@]5(C)CC[C@H](O)C(C)(C)C5[C@H](O)C[C@]43C)[C@@H]2C1 (some centres not stated),105.7,96.9,105.2,96.7,1.2,-1.4,10.1,105.8
CCOC(=O)N1CCC(NC(=O)c2cc(C(=O)NC3CCN(Cc4ccccc4)CC3)ccc2CO)CC1,100.4,96.3,99.4,99.2,-3.0,2.3,5.3,103.5
O=C(Nc1nccs1)C1CC2CCC1C2 (configuration not stated),107.5,92.3,105.3,103.5,3.7,4.5,9.4,105.8
COc1ccc(/C=C(/C#N)C(=O)Nc2ccccc2C)cc1C(=O)O,106.7,108.1,103.0,108.0,4.0,-0.2,-0.2,101.6
Cc1ccc(NC(=O)CN2CCOCC2)cc1S(=O)(=O)N1CCCCC1,102.8,101.4,97.8,100.3,0.0,-0.9,5.0,91.3
CCOC(=O)C1CCN(C(=O)c2n[nH]c(=O)c3ccccc23)CC1,94.2,94.1,95.7,99.1,-5.2,-0.3,2.0,x
CCOc1ccc2[nH]c3nc(SCC(=O)OC(C)C)nnc3c2c1,106.0,106.2,103.1,104.3,4.6,-1.4,-6.3,91.4
FC(F)(F)c1cccc(Nc2nc(N3CCCC3)nc(N3CCCC3)n2)c1,93.8,107.7,99.5,96.5,4.6,6.2,-0.1,93.1
COc1ccc(CN2C(=O)c3ccccc3C2OC)cc1 (configuration not stated),101.3,93.3,91.4,102.4,-0.9,-0.4,-1.8,92.6
COc1ccc(C(=O)NNC(=O)CN2CCN(c3nc(-c4ccccc4)cs3)CC2)cc1,112.6,112.3,100.7,107.9,7.2,19.4,2.2,100.5
Cc1ccc(NC(=O)Cn2ncn3c(cc4ccccc43)c2=O)c(C)c1,101.7,95.6,94.1,97.2,-4.0,3.9,7.1,88.8
CC1(C)N([O-])C2=C(c3ccccc3C2=O)[N+](=O)C1(C)C,107.5,106.1,106.0,102.7,-2.4,9.7,8.0,99.1
CC(C)CNC(=S)N(CCCO)Cc1cc2cc3c(cc2[nH]c1=O)OCCO3,112.1,98.5,102.6,106.4,4.2,8.8,-2.0,98.7
O=S(=O)(NC1CCCC1)c1ccc(S(=O)(=O)N2CCN(c3ccccc3)CC2)cc1,102.6,93.2,106.7,109.0,-0.8,-0.3,-3.9,105.6
CCOc1ccccc1NC(=O)C(C)N1C(=O)c2ccccc2S1(=O)=O (configuration not stated),100.7,99.0,102.5,98.3,-0.6,0.3,-2.3,98.6
O=C(O)c1cc(N/N=C/c2ccc(OCc3ccccc3)cc2)ccc1Cl,111.1,94.7,109.7,100.1,-7.0,16.2,-4.7,131.3
COc1ccccc1C(=O)N1CCCN(C(=O)c2ccccc2OC)CC1,101.8,97.5,100.9,99.8,-1.7,2.0,-3.5,103.8
Nc1ccccc1SCC(=O)Nc1nc(-c2ccccc2)cs1,101.3,82.3,95.2,109.7,1.8,16.2,10.4,116.3
COCC(=O)/C=C1\Sc2ccccc2N1C,106.5,103.6,106.6,98.8,1.1,-1.8,4.4,98.3
O=C(NC(NC(=S)Nc1ccccc1O)C(Cl)(Cl)Cl)c1ccco1 (configuration not stated),105.6,112.8,109.6,105.7,-12.0,9.3,-8.4,98.2
COc1ccc(C(c2c(C)[nH][nH]c2=O)c2c(C)[nH][nH]c2=O)cc1Br,90.7,92.5,99.9,95.2,-3.6,19.9,-1.8,123.2
CC(C)N(Cc1nccn1C)C(=O)CC1C(=O)NCCN1Cc1ccc(F)c(F)c1 (configuration not stated),80.5,95.8,93.9,96.1,3.7,2.1,-2.3,91.5
CC(=O)c1c(COC(=O)c2ccccc2)nc2ccccc2[n+]1[O-],102.4,x,97.7,100.9,-16.9,9.6,2.0,93.8
CCN1C(=O)[C@H]2[C@@H](c3ccc(-c4cccc(Cl)c4)cc3)N[C@@](CC(C)C)(C(=O)OC)[C@H]2C1=O,98.8,89.4,96.9,96.1,13.7,-0.6,-0.1,93.5
Cc1ccc(CNC(=O)CSc2ncccn2)cc1,101.7,104.9,102.1,99.3,0.2,5.0,9.0,101.1
COc1ccc(N/N=C(\C=N\O)C(=O)c2ccc(OC)cc2)cc1,90.9,91.1,95.0,97.7,2.2,47.5*,-15.6,100.7
CC(=O)c1ccc2c(c1)C1C=CCC1C(c1ccncc1)N2 (configuration not stated),100.9,107.3,107.1,105.5,-0.3,6.8,-11.1,103.3
CCOC(=O)CON1C(=O)c2ccccc2C1=O,102.6,92.7,103.1,96.3,9.8,0.4,5.0,105.3
CCN(CC)S(=O)(=O)c1ccc(NC(=O)C2CCCO2)cc1 (configuration not stated),95.7,91.5,98.3,95.3,11.3,0.2,-2.1,101.4
CCOC(=O)COc1ccc(S(=O)(=O)c2ccc(OCC(=O)OCC)cc2)cc1,105.0,92.2,98.1,96.9,16.5,-0.1,7.6,104.2
